HCV inh = inhibitors of hepatitis C virus infection; Potency, µM (doses to about 41.8 µM), for inactives: at the top dose activity change, negative = inhibition, actives largely listed as inhibitors; Huh7.5.1 HCVcc-Cre infection, luciferase reporter, 44 h; 3.4% of 340,000 active; also: potency is read from the fitted curve at half-maximal effect
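Luciferase read-out (15 sec integration) after a 15 min room-temperature substrate step quantifies HCVcc-Cre infection. Cells, 1,000 per well, had compound added 4 h post-plating, then virus at ~0.5 moi, and were cultured 44 h.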
HCMV antiviral = human cytomegalovirus inhibition; 4.5% of 410,000 active; HFF cells, HCMV-luciferase reporter, 72 h; stronger effect = lower value; activity change, negative = inhibition, % at 57.5 µM; AID 1259415; in the data active = activity change below about -60%; inconclusive = no clear call, values can overlap the other calls; inactive = above about -39%
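HFF cells seeded 16 h at 37C, treated with compounds, infected with luciferase-reporter HCMV at MOI 1 PFU/cell; luciferase read at 72 h post infection, normalized to buffer-only and Salinomycin controls.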
Tb PYK inh = blocks Trypanosoma brucei pyruvate kinase; Q57TT1; TbPYK enzyme, Kinase-Glo Plus ATP luminescence, 45 min; Potency, µM (top dose mostly 76.8 µM), for inactives: at the top dose activity, negative = inhibition, actives largely listed as inhibitors; 0.12% of 410,000 active; AID 624173; also: potency is read from the fitted curve at half-maximal effect; nearly all actives have a fitted effect of over 50% in size
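In this concentration-response screen, enzyme-free wells defined baseline while DMSO plates tracked drift. Each reaction combined TbPYK, substrate, compound and 130 uM ADP for 45 min at room temperature. Kinase-Glo Plus luminescence gave the signal.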
AmpC inh no detg = inhibitors of E. coli AmpC beta-lactamase without detergent | 0.52% of 330,000 active | P00811 | Potency, µM (top dose mostly 57.1 µM), for the others: at the highest dose activity change, negative = inhibition, hits mostly inhibitors | AmpC nitrocefin hydrolysis, absorbance 480 nm, 0.0001% Triton;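 also: potency is read from the fitted curve at half-maximal effect; plate controls were no compound for no effect and no enzyme for full effect; nearly all actives have a fitted effect of over 20% in size; some results filed as inactive show a strong effect at the top dose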
Target sequence (P00811 whole entry, looked up): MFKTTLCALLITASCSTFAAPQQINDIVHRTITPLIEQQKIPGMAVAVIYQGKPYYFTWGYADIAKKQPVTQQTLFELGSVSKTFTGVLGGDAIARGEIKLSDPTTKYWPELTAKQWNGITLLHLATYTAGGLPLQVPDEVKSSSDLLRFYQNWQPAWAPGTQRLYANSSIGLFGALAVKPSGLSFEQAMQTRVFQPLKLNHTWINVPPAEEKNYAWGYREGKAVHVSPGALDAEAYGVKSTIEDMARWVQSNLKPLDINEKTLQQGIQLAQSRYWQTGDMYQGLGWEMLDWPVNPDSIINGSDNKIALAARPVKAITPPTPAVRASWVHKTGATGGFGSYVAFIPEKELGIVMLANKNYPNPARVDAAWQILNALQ
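20 mM phosphate pH 7.0 + 0.01% (detergent screen) or 0.0001% Triton X-100; 5.3 nM AmpC reagent; cpd preinc 15 min RT; nitrocefin (800 uM stock) to start; A480 q20 s × 4 min; Activity was normalised to no-enzyme and no-compound control wells.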
AMA1 RON2 block = inhibitors of Plasmodium falciparum AMA1-RON2 interaction; AlphaScreen AMA1-biotinylated RON2 peptide binding; Potency, µM (series often up to 58.2 µM), for inactives: at the highest dose activity change, negative = inhibition, actives largely listed as inhibitors; 0.2% of 360,000 active; AID 720542;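 also: potency is read from the fitted curve at half-maximal effect; 0% = vehicle wells and -100% = peptide control; nearly all actives have a fitted effect of over 45% in size; some results filed as inactive show a strong effect at the top dose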
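AMA1 (3D7) with his tag at 25 nM final met compounds first, then biotinylated RON2 peptide at 25 nM; detection used donor plus acceptor beads, 10 µg/mL apiece, read by AlphaScreen after 30 min at room temperature.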
LmPK inhibitor = inhibitors of Leishmania mexicana pyruvate kinase; 0.37% of 290,000 active; AID 1721; purified LmPK, Kinase-Glo ATP luminescence, 1 h; Q27686; Potency, µM (doses to about 57.5 µM), for the others: top-dose activity change, negative = inhibition, actives largely listed as inhibitors; also: potency is read from the fitted curve at half-maximal effect
Target sequence (Q27686 whole entry, looked up): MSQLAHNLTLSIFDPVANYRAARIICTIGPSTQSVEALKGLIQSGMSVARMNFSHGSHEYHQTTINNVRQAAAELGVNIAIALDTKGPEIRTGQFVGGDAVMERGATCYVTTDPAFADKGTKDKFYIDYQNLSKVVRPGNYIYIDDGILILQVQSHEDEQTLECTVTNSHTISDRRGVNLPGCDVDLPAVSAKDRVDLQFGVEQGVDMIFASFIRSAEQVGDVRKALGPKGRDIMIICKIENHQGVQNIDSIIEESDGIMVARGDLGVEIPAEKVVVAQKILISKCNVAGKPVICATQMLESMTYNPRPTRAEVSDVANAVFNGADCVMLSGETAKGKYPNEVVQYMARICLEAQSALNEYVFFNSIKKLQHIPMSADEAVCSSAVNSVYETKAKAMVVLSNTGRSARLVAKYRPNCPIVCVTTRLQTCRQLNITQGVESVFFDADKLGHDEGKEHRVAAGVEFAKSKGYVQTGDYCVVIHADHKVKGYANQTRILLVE
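Pyruvate kinase activity monitored as ATP production (luciferase luminescence). Conditions: 0.1 nM enzyme, 0.5 mM PEP, 0.1 mM ADP, 1 h, RT; normalized against uninhibited and no-enzyme wells.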
AmpC detergent = blocks E. coli AmpC beta-lactamase in detergent assay. AID 485294. Potency, µM (doses to about 114 µM), without a hit: at the highest dose activity change, negative = inhibition, hits mostly inhibitors. 0.041% of 370,000 active. P00811. AmpC hydrolysis of nitrocefin, absorbance 480 nm, 0.01% Triton;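 also: potency is read from the fitted curve at half-maximal effect; 0% = no-compound wells and -100% = no-enzyme wells; nearly all actives have a fitted effect of over 25% in size; some results filed as inactive show a strong effect at the top dose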
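AmpC (5.3 nM in the dispensed reagent) in 20 mM phosphate pH 7.0 with 0.01% (detergent screen) or 0.0001% Triton X-100 was preincubated with compounds for 15 min at room temperature. Nitrocefin was then added from an 800 uM solution, and hydrolysis was followed at 480 nm.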
* hit, by the source's call; ? = inconclusive; . = no result given; [ ] = dose if it differs, or a comment. Unless noted, calls follow the shape of the dose curve; as a rule, active = well fitted curve in the direction sought with a large enough effect; inconclusive = small, poorly fitted or top-dose-only effect, or another doubt; inactive = no such curve, though single readings can be large; an effect the other way counts as inactive or inconclusive. Unless noted, % is scaled to controls: 0 for no effect and ±100 for the full control effect.

Start of the data: the first four compounds as a preview:
SMILES	HCV inh	HCMV antiviral	Tb PYK inh	AmpC inh no detg	AMA1 RON2 block	LmPK inhibitor	AmpC detergent
Cc1oc(C(C)(C)C)c(CN2CCCC2)c1C(=O)O	14.9%	20.2	-13.7%	-4.8%	0.0%	5.4%	-11.4%
COc1ccc(CNC(=O)C2CCN(C(=O)c3ccco3)CC2)cc1	0.7%	-39.8	1.1%	-3.3%	1.1%	6.8%	-11.7%
CCCCn1c(C)c(C(=O)O)c2cc(OC)ccc21	0.6%	-7.0	5.5%	-17.0%	-12.9%	2.1%	-1.2%
CCOC(=O)C1CSC(CC(=O)Nc2ccc(OCC)cc2)C(=O)N1 (stereo not drawn)	6.9%	14.3	-3.9%	-0.6%	-13.7%	0.9%	-9.6%

The listing, from the start:
SMILES	HCV inh	HCMV antiviral	Tb PYK inh	AmpC inh no detg	AMA1 RON2 block	LmPK inhibitor	AmpC detergent
Cc1oc(C(C)(C)C)c(CN2CCCC2)c1C(=O)O	14.9%	20.2	-13.7%	-4.8%	0.0%	5.4%	-11.4%
COc1ccc(CNC(=O)C2CCN(C(=O)c3ccco3)CC2)cc1	0.7%	-39.8	1.1%	-3.3%	1.1%	6.8%	-11.7%
CCCCn1c(C)c(C(=O)O)c2cc(OC)ccc21	0.6%	-7.0	5.5%	-17.0%	-12.9%	2.1%	-1.2%
CCOC(=O)C1CSC(CC(=O)Nc2ccc(OCC)cc2)C(=O)N1 (stereo not drawn)	6.9%	14.3	-3.9%	-0.6%	-13.7%	0.9%	-9.6%
CCN(CC)c1ncnc2c1ncn2[C@H]1CN(C2CCCC2)C[C@@H](CO)O1	.	4.7	2.6%	.	13.4%	.	.
Cc1nnnn1/C(=C\c1ccccc1)C(=O)OCC(=O)NC1CCCCC1	33.6%[activator]	7.6	4.7%	0.2%	-8.7%	.	?
O=C1NC(=S)N/C1=C\c1ccccc1OCc1ccc(C(=O)O)cc1	4.2%	-37.1	-17.1%	-55.3%	-5.5%	-0.8%	-1.3%
O=C1C=C(NCc2ccc3c(c2)OCO3)CC(c2ccccc2)C1 (stereo not drawn)	-4.1%	-11.9	1.2%	-17.9%	7.5%	-2.1%	10.0%
CN1CCN(C(=O)CCNC(=O)Cn2ccc3ccccc3c2=O)CC1	-7.0%	17.6	2.0%	-9.6%	-13.9%	-13.1%	-2.4%
COc1ccccc1-c1nn2c(-c3ccccc3Cl)nnc2s1	.	.	.	-6.3%	.	7.5%	?
CSc1nc(N)nc2c1ncn2CC(=O)Nc1ccc(C)c(C)c1	3.55µM*	-29.7	0.0%	-12.9%	4.2%	.	.
CCOc1ccc(Sc2cc(C(=O)NC(C)c3ccccc3)c3ccccc3n2)cc1 (stereo not drawn)	.	-15.2	3.4%	.	.	.	9.3%
CCc1noc(C)c1C(=O)N1CCN(S(=O)(=O)c2cccs2)CC1	-7.9%	13.2	-5.6%	0.2%	29.7%	.	0.0%
CC1(C)CC(=O)C=C(c2cccnc2)C1	0.8%	69.0	0.4%	.	0.9%	.	.
Cc1c2cnn(CC(=O)NCc3ccccn3)c(=O)c2c(C)n1Cc1ccc(Cl)cc1	-16.6%	?	-3.8%	112.8%[activator]	36.9%[activator]	0.0%	-4.6%
C#CCOCCOCCOCCNc1nc(N2CCN(C(=O)Cn3cc(CC(C)O)nn3)CC2)nc(N2CCN(C(=O)[C@H](CCCCN)n3cc(CC(C)O)nn3)CC2)n1 (stereo partly drawn)	2.8%[8.37 µM]	9.1	3.6%	.	-3.3%	.	.
O=C(Nc1nccs1)c1cc(S(=O)(=O)N2CCOCC2)c(Cl)cc1Cl	-9.6%	32.2	21.6%	-18.6%	2.7%	0.6%	?
Cc1ccc(S(=O)(=O)c2nnn3c2nc(NCc2ccc4c(c2)OCO4)c2sccc23)cc1	.	4.8	-2.2%	.	.	.	6.6%
O=c1[nH][nH]c2c1[C@@H](c1ccc(F)cc1)O[C@H](C1CCCCC1)C2	.	15.3	-0.9%	.	114.3%[activator]	.	.
O=S1(=O)CCN2N=C(C34CC5CC(CC(C5)C3)C4)SC2=N1	14.0%	14.7	-4.7%	-11.7%[11.4 µM]	8.4%	4.4%	?
COc1ccccc1OP(=O)(Nc1ccc(Br)cc1)Oc1ccccc1OC	?	8.6	0.8%	-26.2%	-6.9%	-8.7%	?
S=C(NCc1ccccc1)NNc1ccccc1	3.4%	4.5	-1.2%	-34.5%	?	6.0%	-3.4%
COc1ccccc1N1CCN(c2ncnc3c2c(-c2ccccc2)cn3-c2cccc(Cl)c2)CC1	.	-22.5	-0.7%	.	.	.	4.9%
COc1ccc(NC(=O)C(c2ccccn2)N(C(C)=O)c2ccc(C)cc2)cc1 (stereo not drawn)	14.7%	93.1	3.7%	-20.1%	0.9%	-2.8%	-4.1%
O=C(Nc1ccc(F)cc1)Nc1cc(S(=O)(=O)N2CCOCC2)ccc1N1CCCC1	?	71.9	-0.5%	-19.2%	-7.4%	0.1%	1.8%
COc1ccc(C(c2nnnn2C(C)(C)C)N2CCN(C(=O)c3ccco3)CC2)cc1 (stereo not drawn)	8.5%	?	1.1%	61.6%[activator]	-22.8%	-1.7%	2.3%
O=C(OCc1ccccc1)N1CCC2CC1c1c(-c3ccc(C(F)(F)F)cc3)cccc12 (stereo not drawn)	4.0%	-18.7	5.2%	.	3.1%	.	.
COc1cc(CNCCN2CCOCC2)ccc1OCc1ccc(Cl)cc1Cl	?	-84.9*	-1.4%	124.2%[activator]	-10.5%	3.7%	2.5%
COc1ccc(C(=O)COC(=O)C(CCCCN2C(=O)C3C4C=CC(C4)C3C2=O)N2C(=O)C3C4C=CC(C4)C3C2=O)cc1 (stereo not drawn)	5.7%	-15.5	3.5%	198.8%[activator]	-4.0%	3.1%	-0.2%
CCCCn1nnnc1C(c1cc2ccccc2o1)N(CCN(C)C)Cc1ccccc1 (stereo not drawn)	.	-4.9	4.5%	.	-11.8%	.	.

Entries of single compounds, looked up by structure:
Listed for `CCN(CC)c1ncnc2c1ncn2[C@H]1CN(C2CCCC2)C[C@@H](CO)O1` : HCV inh: .; HCMV antiviral: 4.7; Tb PYK inh: 2.6%; AmpC inh no detg: .; AMA1 RON2 block: 13.4%; LmPK inhibitor: .; AmpC detergent: .
Listed for `COc1ccccc1-c1nn2c(-c3ccccc3Cl)nnc2s1` : HCV inh: .; HCMV antiviral: .; Tb PYK inh: .; AmpC inh no detg: -6.3%; AMA1 RON2 block: .; LmPK inhibitor: 7.5%; AmpC detergent: ?
Listed for `O=C(Nc1ccc(F)cc1)Nc1cc(S(=O)(=O)N2CCOCC2)ccc1N1CCCC1` : HCV inh: ?; HCMV antiviral: 71.9; Tb PYK inh: -0.5%; AmpC inh no detg: -19.2%; AMA1 RON2 block: -7.4%; LmPK inhibitor: 0.1%; AmpC detergent: 1.8%

(more compounds)
SMILES	HCV inh	HCMV antiviral	Tb PYK inh	AmpC inh no detg	AMA1 RON2 block	LmPK inhibitor	AmpC detergent
Nc1nc(-c2ccc(Br)cc2)c(S(=O)(=O)c2ccccc2)s1	-14.1%	-13.9	-11.7%	-32.6%	4.4%	4.6%	?
COC(=O)/C=c1/s/c(=C(\C#N)C(=O)NCc2ccco2)n(-c2ccc(C)cc2)c1=O	11.8%	4.8	2.5%	-14.7%	-2.6%	1.2%	-7.9%
O=C(NCC1CCCO1)c1cc(-c2ccccc2F)no1 (stereo not drawn)	3.5%	118.0	-3.0%	-12.2%	-2.2%	-13.9%	-2.4%
COc1ccc(CNC(=O)c2noc(C(C)C)c2[N+](=O)[O-])cc1	-1.3%	-7.4	-6.4%	-23.9%	1.5%	-3.3%	-5.7%
CC1CCC(NC(=O)c2ccc3c(c2)N(Cc2ccccc2F)C(=O)c2ccccc2S3=O)CC1 (stereo not drawn)	.	-13.6	2.5%	.	.	.	14.5%
CC(=O)NCc1c(Cl)cccc1-n1cccc1	19.3%	-3.5	-0.5%	-8.9%	5.3%	0.6%	1.1%
Cc1cc(C)c2c(N)c(C(=O)Nc3ccccc3C(F)(F)F)sc2n1	.	33.8	-6.6%	.	.	.	4.4%
COC(=O)C1=C(C)NC(C)=C(C(=O)OC)C1c1ccccc1[N+](=O)[O-]	?	63.0	?	8.4%	-1.6%	-5.2%	?
COc1ccccc1CNC(=O)CN1CCN(Cc2ccc(Cl)cc2)C1=O	-18.5%	16.5	-1.9%	.	-2.9%	.	.
N#Cc1cccc(NC(=O)c2ccc(S(=O)(=O)N3CCOCC3)cc2)c1	?	-1.6	0.0%	-18.6%	0.1%	.	-0.3%
Oc1ccc(CCc2n[nH]c(=S)n2-c2ccc(F)cc2)cc1	14.2%	?	?	-23.1%	65.3%[activator]	7.94µM*	1.8%
COC(=O)c1ccc(NS(=O)(=O)c2cccc3cccnc23)cc1	4.2%	-26.2	7.6%	-12.4%	-5.7%	-3.4%	0.1%
COc1cc(C2C(C#N)=C(N)Oc3n[nH]c(-c4cccnc4)c32)cc(Br)c1O (stereo not drawn)	23.2%	-18.7	5.2%	-23.3%	-14.7%	-6.5%	-12.4%
CN(C(=O)c1ccc(NC(=O)C2CCN(C(=O)OC(C)(C)C)CC2)cc1)C1CC1	21.3%	8.0	2.0%	61.8%[activator]	-2.8%	.	.
COc1ccc(/C=N/NC(=O)Cn2ccnc2C)cc1OC	17.0%	42.3	-4.9%	-11.7%	7.5%	2.9%	-7.3%
Clc1ccc(-c2nnc3n2CCCCS3)cc1	13.8%	?	1.8%	-6.5%	4.2%	0.5%	1.6%
CCOc1cccc2cc(C(C)=O)oc12	?	27.9	3.1%	-14.2%	0.0%	3.1%	1.2%
CC[C@H](C)[C@H](NC(=O)CNC(=O)COc1cc2c(c3oc(=O)cc(C)c13)CCC(C)(C)O2)C(=O)O	8.3%	-31.0	2.7%	-24.9%	-5.1%	-0.5%	-17.2%
CC(=O)NCCn1c(SCC#N)nc2ccccc2c1=O	14.3%	-8.9	4.4%	-6.1%	0.0%	-5.3%	-13.0%
COC(=O)Cn1ccnc1[N+](=O)[O-]	.	-17.2	-3.7%	.	4.8%	.	.
O=C(Cn1nc(-c2ccccc2)c2ccccc2c1=O)Nc1cccnc1	-6.1%	-7.9	-2.7%	-3.6%	24.1%	0.7%	-2.1%

Screening results: PubChem BioAssay, National Center for Advancing Translational Sciences (NCATS)
